Eya2 inh = blocks the phosphatase activity of human Eya2. Potency, µM (doses to about 76.9 µM), without a hit: at the top dose activity, negative = inhibition, hits mostly inhibitors. recombinant Eya2, OMFP fluorescence dephosphorylation (OMFP is methylfluorescein phosphate). hit rate 0.006% among 330,000. AID 488837; further: potency means the concentration at half of the fitted maximal effect; on the % scale 0 is the no-effect control and ±100 the full control effect
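Eya2 (0.2 uM) preincubated 10 min at ambient with compound, then OMFP substrate added at 50 uM; 10 min reaction in 50 mM HEPES pH 7.5, 50 mM NaCl, 5 uM MgCl2, 0.05% BSA, 1 mM DTT. Fluorescence read at Ex 485/Em 525 nm.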
TCR activator = T cell receptor activation | 330,000 tested, under 10 active | Potency, µM (doses to about 9.22 µM), without a hit: at the top dose activation of IL-2 secretion, most hits filed as activators | primary human leukocytes, anti-CD3, IL-2 HTRF, 48 h; further: % of control where 0% means no effect
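Primary human leukocytes were stimulated with a-CD3 beads plus compounds for 48 hr without co-stimulation; secreted IL-2 was quantified by HTRF using a-IL-2-K (europium cryptate) and a-IL-2-d2, excited at 320nm with acceptor emission read at 665nm.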
TSG101-PTAP inh = blocks PTAP/TSG101 interaction to inhibit HIV-1 budding. Q99816. Fluorescence polarization, FITC-PTAP peptide / Tsg101 binding. Potency, µM (titrated, usually from 115 µM), for the others: at the top dose activity change, negative = inhibition, hits mostly inhibitors. 340,000 tested, under 10 active. AID 493005; active means well fitted inhibition curve with a large enough effect in the main read-out, with a control signal flat, not every such curve was filed as active; inconclusive means small, poorly fitted or top-dose-only effect, or effect the other way, or a change in a side signal; inactive means no such curve, though single readings can be large or run the other way; further: potency means the concentration at half of the fitted maximal effect; % of control where 0% means no effect
Target sequence (Q99816 whole entry, looked up): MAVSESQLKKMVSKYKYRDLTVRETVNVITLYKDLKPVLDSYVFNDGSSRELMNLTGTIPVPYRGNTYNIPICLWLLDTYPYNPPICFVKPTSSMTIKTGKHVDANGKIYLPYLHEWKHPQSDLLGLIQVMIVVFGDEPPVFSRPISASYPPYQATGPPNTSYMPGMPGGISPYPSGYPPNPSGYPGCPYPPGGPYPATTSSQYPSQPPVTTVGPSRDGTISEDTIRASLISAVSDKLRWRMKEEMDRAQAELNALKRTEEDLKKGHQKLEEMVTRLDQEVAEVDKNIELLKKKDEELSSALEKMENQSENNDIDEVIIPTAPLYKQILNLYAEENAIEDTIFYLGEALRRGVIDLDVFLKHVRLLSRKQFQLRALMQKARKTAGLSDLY
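FP read-out: FITC-PTAP peptide, 50 nM final, binding Tsg101 binding domain, 10 uM final; 20 min, r.t.; 10 mM HEPES pH 7.5, 0.15 M NaCl, 0.01% Tween 20, 3 mM EDTA, 0.1 mM TCEP.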
Mito fusion act = blocks mitochondrial division or promotes mitochondrial fusion; S. cerevisiae fusion-defective mutant growth rescue, CellTiterGlo 48 h; Potency, µM (highest dose often 46.1 µM), without a hit: at the top dose growth rescue (activation), usual class: activators; hit rate 0.23% among 320,000;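 further: potency means the concentration at half of the fitted maximal effect; % of control where 0% means no effect; nearly all actives have a fitted effect of over 45% in size; temperature-sensitive fusion mutants such as fzo1-1 at 37 °C on non-fermentable ethanol glycerol medium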
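Compounds are tested for their ability to restore growth of mitochondrial fusion-defective yeast strains at non-permissive 37C in YPEG medium over 48 hours. Viability is quantified by luciferase luminescence.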
TSHR antagonist = blocks TSH signaling through the human TSH receptor | P16473 | TSHR-expressing cells, TSH-stimulated cAMP HTRF, 2 h; active compounds read low | activity change, negative = inhibition, % at 11.5 µM | hit rate 0.2% among 330,000 | AID 504810;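 active means activity change below a set negative limit, meaning inhibition stronger than a set level, cut at about -70% in these data; inconclusive means activity change between two set negative limits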; further: on the % scale 0 is the no-effect control and ±100 the full control effect
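Antagonism was scored as loss of TSH-driven cAMP in TSHR cells, stimulated with 4nM TSH (EC80) for 2 hours at 37 deg C and detected by homogeneous HTRF competition immunoassay.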
ASM inhibitor = blocks human secretory acid sphingomyelinase; P17405; placental ASM, HMU-PC fluorogenic substrate, 60 min; Potency, µM (highest dose often 57.5 µM), without a hit: at the highest dose activity change, negative = inhibition, usual class: inhibitors; hit rate 0.006% among 340,000; AID 504937; further: potency means the concentration at half of the fitted maximal effect
Target sequence (P17405 47-631 limits assumed): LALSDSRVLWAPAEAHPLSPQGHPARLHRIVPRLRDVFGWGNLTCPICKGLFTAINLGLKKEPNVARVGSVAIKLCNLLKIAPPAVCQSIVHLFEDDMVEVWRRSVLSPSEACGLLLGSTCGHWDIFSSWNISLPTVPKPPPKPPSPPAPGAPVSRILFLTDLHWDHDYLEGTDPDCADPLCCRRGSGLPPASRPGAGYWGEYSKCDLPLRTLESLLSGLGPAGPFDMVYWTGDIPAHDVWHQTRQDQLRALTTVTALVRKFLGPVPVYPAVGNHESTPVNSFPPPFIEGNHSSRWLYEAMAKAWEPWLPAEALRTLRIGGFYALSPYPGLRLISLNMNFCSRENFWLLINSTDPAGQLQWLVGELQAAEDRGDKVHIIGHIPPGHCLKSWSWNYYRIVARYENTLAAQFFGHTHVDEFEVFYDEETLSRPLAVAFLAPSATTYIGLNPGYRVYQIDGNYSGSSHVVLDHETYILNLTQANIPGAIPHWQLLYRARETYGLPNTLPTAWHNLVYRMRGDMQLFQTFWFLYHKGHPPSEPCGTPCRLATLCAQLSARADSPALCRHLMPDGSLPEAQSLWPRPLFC
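qHTS format. ASM enzyme prepared from human placenta hydrolyses the fluorogenic substrate HMU-PC0 (9 uM final) over 60 min at 37 °C after a 10 min compound preincubation.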
Active calls of the source: *; ? = inconclusive; · = not tested or not shown; & = joins results of further samples; [ ] = remark or other dose. Unless noted, the call rests on the fitted dose curve; in most records, active means well fitted curve in the direction sought with a large enough effect; inconclusive means small, poorly fitted or top-dose-only effect, or another doubt; inactive means no such curve, though single readings can be large; an effect the other way counts as inactive or inconclusive. These rows are one share of the data; rates above refer to the full screens.

SMILES | Eya2 inh | TCR activator | TSG101-PTAP inh | Mito fusion act | TSHR antagonist | ASM inhibitor
O=C(O)CCC/C=C\C[C@@H]1[C@@H](/C=C/[C@H](O)C2Cc3ccccc3C2)[C@@H](F)C[C@@H]1O | 5.4% | · | · | 0.3% | -12.1 | ·
CNC(=O)[C@H]1O[C@@H](n2cnc3c(NCc4ccc(N)cc4)ncnc32)[C@H](O)[C@@H]1O | 3.8% | · | · | -1.5% | -5.3 | ·
COc1ccc2c(c1)c(CC(=O)O)c(C)n2C(=O)c1ccccc1 | 9.8% | · | · | -11.3% | -20.7 | ·
C=C1C[C@@]23CC[C@H]4[C@@](C)(CCC[C@@]4(C)C(=O)O)[C@@H]2CC[C@]1(O)C3 | 7.4% | · | · | ? | -7.4 | ·
NC1(C(=O)O)CCc2cc(C(=O)O)ccc21 (centres undefined) | -8.5% | · | · | -9.4% | -6.2 | ·
O=C(Nc1nc2ccccc2n1CCN1CCOCC1)c1cccc([N+](=O)[O-])c1 | 4.4% | · | · | 4.7% | -7.3 | ·
O=c1cc(N2CCOCC2)oc2c(-c3ccccc3)cccc12 | 15.0% | · | · | -7.2% | -17.2 | ·
Oc1ccc(/C=C/c2ccc(/C=C/c3ccc(O)cc3)c(Br)c2)cc1 | -6.3% | · | · | -85.2%[inhibitor] | -16.2 | ·
O=C1NC(=O)/C(=C/c2ccc3c(c2)OC(F)(F)O3)S1 | 15.0% | · | · | 3.66µM* | -44.1 | ·
COc1ccc(-c2cc3ncc(C)n3c(Nc3ncccc3C(N)=O)n2)cc1OC | 2.5% | · | · | -1.7% | -22.4 | ·
N=C(N)c1ccc(OCCCCCOc2ccc(C(=N)N)cc2)cc1 (tested in a mixture with another compound) | -0.1% | · | · | 2.31µM* | -14.5 | ·
O=C1c2c(O)cc(O)cc2OC(c2ccc(O)c(O)c2)C1O (centres undefined) | 4.8% | · | · | ? | -13.4 | ·

Reprinted from the part before: four compounds; new compounds follow.
SMILES | Eya2 inh | TCR activator | TSG101-PTAP inh | Mito fusion act | TSHR antagonist | ASM inhibitor
O=C1NC(=O)/C(=C/c2ccc3c(c2)OC(F)(F)O3)S1 | 15.0% | · | · | 3.66µM* | -44.1 | ·
COc1ccc(-c2cc3ncc(C)n3c(Nc3ncccc3C(N)=O)n2)cc1OC | 2.5% | · | · | -1.7% | -22.4 | ·
N=C(N)c1ccc(OCCCCCOc2ccc(C(=N)N)cc2)cc1 (tested in a mixture with another compound) | -0.1% | · | · | 2.31µM* | -14.5 | ·
O=C1c2c(O)cc(O)cc2OC(c2ccc(O)c(O)c2)C1O (centres undefined) | 4.8% | · | · | ? | -13.4 | ·
N[C@H](C(=O)O)[C@H](O)C(=O)O | -7.9% | · | · | -5.1% | 3.8 | ·
O=C(c1ccc(Cl)cc1)N1CCN(c2ccc([N+](=O)[O-])c3ncccc23)CC1 | -6.6% | · | · | 23.1µM* | 12.2 | ·
OC[C@H]1O[C@@H](n2cnc3c(NC4CCCCC4)ncnc32)[C@H](O)[C@@H]1O | 3.2% | · | · | -5.5% | -14.8 | ·
NC(=O)C(=O)O | 7.8% | · | · | 7.7% | -11.6 | ·
OCCN1CCN(CCCN2c3ccccc3C=Cc3ccccc32)CC1 | 3.7% | · | · | -4.3% | -16.3 | ·
CCOC(=O)[C@H](CCc1ccccc1)N[C@@H](C)C(=O)N1[C@H](C(=O)O)C[C@H]2CCCC[C@@H]21 | 3.9% | · | · | -0.9% | -13.0 | ·
CCCCCCC(=O)OC1CC(C)(C)NC(C)(C)C1 | 3.6% | · | · | 17.5% | 6.0 | ·
CO/S(=N\S(=O)(=O)c1ccc(Cl)cc1)c1ccc([N+](=O)[O-])cc1 (centres undefined) | 13.3% | · | · | ? | 4.3 | ·
C[C@@H]1C(=O)NC2=Nc3cccc(Cl)c3CN21 | -6.3% | · | · | -46.5%[inhibitor] | 16.7 | ·
CC(=O)C(C)=O | -6.4% | · | · | 4.3% | -5.8 | ·
NCC(O)C1CCCCCCC1 (centres undefined) | -5.6% | · | · | -5.6% | 8.6 | ·
CC(C)C[C@H](NC(=O)[C@H](O)[C@H](N)Cc1ccccc1)C(=O)O | 1.6% | · | · | 6.0% | -6.3 | ·
C#CC(N)CCC(=O)O (centres undefined) | -5.8% | · | · | -4.4% | -5.9 | ·
CCCCCCCCCC(=O)NC(CN1CCOCC1)[C@H](O)c1ccccc1 (some centres undefined) | -3.9% | · | · | -99.2%[inhibitor] | -15.7 | ·
Cc1cc(NC2CCCCC2)nc(-n2nc(C)cc2C)n1 | 1.5% | · | · | 14.6µM* | -27.3 | ·
Nc1ccc2c3c(cccc13)C(=O)NC2=O | ? | · | · | -1.0% | -20.4 | ·
C[C@]12CC[C@@H]3c4ccc(O)cc4C[C@@H](CCCCCCCCCS(=O)CCCC(F)(F)C(F)(F)F)[C@H]3[C@@H]1CC[C@@H]2O (some centres undefined) | -4.2% | · | · | -3.7% | -8.8 | ·
Fc1ccc(C(OCCCc2cnc[nH]2)c2ccc(F)cc2)cc1 | -5.0% | · | · | -3.1% | -15.2 | ·
O=C1NC(=O)/C(=C/c2ccc(-c3ccc(F)cc3O)o2)S1 | 21.8% | · | · | 4.61µM* | -14.4 | ·
NC(=S)c1ccc[n+]([C@@H]2O[C@@H](COP(=O)([O-])OP(=O)(O)OC[C@H]3O[C@@H](n4cnc5c(N)ncnc54)[C@H](OP(=O)(O)O)[C@@H]3O)C(O)C2O)c1 (some centres undefined) | 4.4% | · | · | ? | -11.7 | ·
COc1ccccc1N1CCN(CCN(C(=O)c2ccc(I)cc2)c2ccccn2)CC1 | -8.0% | · | · | ? | -16.5 | ·
[N-]=[N+]=Nc1ccc(C(=O)CSC[C@H](NC(=O)CC[C@H](N)C(=O)O)C(=O)NCC(=O)O)cc1 | 0.3% | · | · | 1.2% | -26.5 | ·
O=C(O)c1ccccc1-c1c2cc(I)c(=O)c(I)c-2oc2c(I)c(O)c(I)cc12 | · | 103.9% | ? | · | · | ?
Cc1ccc(CN2C(=O)[C@H]3Cc4c([nH]c5ccccc45)C(C)(C)N3C2=O)cc1 | · | -1.7% | -7.4% | · | · | -9.0%
CCC(C)C(N)C1=NC(C(=O)N[C@@H](CC(C)C)C(=O)N[C@H](CCC(=O)O)C(=O)N[C@H](C(=O)N[C@H]2CCCCNC(=O)[C@H](CC(N)=O)NC(=O)[C@@H](CC(=O)O)NC(=O)[C@H](Cc3cnc[nH]3)NC(=O)[C@@H](Cc3ccccc3)NC(=O)[C@H]([C@@H](C)CC)NC(=O)[C@@H](CCCN)NC2=O)[C@@H](C)CC)CS1 (some centres undefined) | · | -3.6% | -3.0% | · | · | 31.0%
COc1ccc(N)c(C)c1 | · | 5.4% | 0.6% | · | · | 1.7%
CC(C)c1ccc2c(c1)CC[C@H]1[C@](C)(CN)CCC[C@]21C | · | 2.7%&14.0% | 3.7%&0.2% | · | · | -12.3%&-0.9%
C[n+]1cccc(C(=O)O)c1 | · | -1.2% | -2.4% | · | · | 6.3%
NCCN1CCN(CC(=O)N2c3ccccc3C(=O)Nc3cccnc32)CC1 | · | 9.2% | -0.1% | · | · | -0.8%
Cc1cccc(CN2C(=O)[C@@H]3Cc4c([nH]c5ccccc45)C(C)(C)N3C2=O)c1 | · | 2.9% | -1.8% | · | · | -9.9%
O=C(O)c1cn(-c2ccc(F)cc2)c2cc(N3CCNCC3)c(F)cc2c1=O | · | 2.6% | 0.8% | · | · | -3.8%
CN1CCCC(n2nc(Cc3ccc(Cl)cc3)c3ccccc3c2=O)CC1 (centres undefined) | · | -13.7% | 0.0% | · | · | 6.7%
CC(C)(C)CC(C)(C)c1ccc(O)c(Cc2ccc(Cl)cc2Cl)c1 | · | -1.6% | -0.9% | · | · | -9.9%
O=C(O)C1=C[C@@H](O)[C@@H](O)[C@H](O)C1 | · | 8.7% | 2.3% | · | · | 1.1%
C#C[C@]1(O)CCC2C3CCC4=Cc5oncc5CC4(C)C3CCC21C (some centres undefined) | · | -18.4% | -0.5% | · | · | -6.1%
COC(=O)C1=C(C)NC(C)=C(C(=O)O[C@@H]2CCCN(Cc3ccccc3)C2)[C@@H]1c1cccc([N+](=O)[O-])c1 | · | -0.2% | ? | · | · | -9.8%
CC(=O)OCC1(O)CC23CCC4c5ccoc5CCC4(C)C2CCC1C3 (centres undefined) | · | -4.8% | -1.4% | · | · | -4.4%
CC(=O)OC1CCC2C3CCC4=CC(=O)CCC4(C)C3CCC2(C)[C@]1(C)O (some centres undefined) | · | 9.4% | -6.7% | · | · | -1.9%
OCCNc1nc(Nc2ccccc2Cl)nc(N2CCCC2)n1 | · | 3.8% | -4.7% | · | · | -0.8%
CON=C(C(=O)NC1C(=O)N2C(C(=O)O)=C(CSc3nc(=O)c(=O)[nH]n3C)CSC12)c1csc(N)n1 (centres undefined) | · | 8.7% | 1.7% | · | · | -3.4%
CSc1sc(C(=O)O)c2c1C(=O)CC(C)(C)C2 | · | 4.1% | -3.2% | · | · | 0.8%
COC(=O)C1=C(C)NC(C)=C(C(=O)OCC(C)C)C1c1ccccc1[N+](=O)[O-] (centres undefined) | · | -3.1% | -5.6% | · | · | -2.0%
CC1OC(OC2C(CO)OC(OCC3OC(OC(=O)[C@@]45CCC(C)(C)C[C@@H]4C4=CC[C@@H]6[C@@]7(C)CCC(OC8OCC(O)C(O)C8OC8OC(C)C(O)C(O)C8O)[C@@](C)(CO)C7CC[C@@]6(C)[C@]4(C)CC5)C(O)C(O)C3O)C(O)C2O)C(O)C(O)C1O (some centres undefined) | · | 3.4% | 0.0% | · | · | -4.1%
O=C(CCCCC(=O)Nc1c(I)cc(I)c(C(=O)O)c1I)Nc1c(I)cc(I)c(C(=O)O)c1I | · | 5.6% | -2.5% | · | · | 3.9%
COc1ccc2c(c1)N(C[C@H](C)CN(C)C)c1ccccc1S2 | · | -3.9% | 0.5% | · | · | -1.7%

Among those listed so far, 3 contain two or more sulfur atoms:
SMILES | Eya2 inh | TCR activator | TSG101-PTAP inh | Mito fusion act | TSHR antagonist | ASM inhibitor
CO/S(=N\S(=O)(=O)c1ccc(Cl)cc1)c1ccc([N+](=O)[O-])cc1 (centres undefined) | 13.3% | · | · | ? | 4.3 | ·
CON=C(C(=O)NC1C(=O)N2C(C(=O)O)=C(CSc3nc(=O)c(=O)[nH]n3C)CSC12)c1csc(N)n1 (centres undefined) | · | 8.7% | 1.7% | · | · | -3.4%
CSc1sc(C(=O)O)c2c1C(=O)CC(C)(C)C2 | · | 4.1% | -3.2% | · | · | 0.8%

High-throughput results as filed in PubChem BioAssay.
